SR-BI DiI-HDL act: activators of SR-BI mediated DiI-HDL uptake, primary screen, ldlA[mSR-BI] CHO cells, DiI fluorescence; activation, % at 12.5 µM; 3 h; 100 = double the neutral-control signal; AID 504775, 2011; hit rate 0.096% among 320,000;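 active = mean replicate activation of at least 60% and every replicate at or above 60%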;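 also: 0% = median plate neutral-control signal and 100% = twice that signal; values of inactives mirror those of a sister screen read the other way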
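Material – SR-BI-overexpressing, LDLR-lacking CHO cells · Medium – BSA-supplemented, HEPES-buffered Ham's F12, pH 7.4 · Doses – single concentration · Times – compound with DiI-HDL co-incubation, 3 h at 37 °C · Measured by – bottom-read fluorescence, 550/595 nm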
CAL PDZ FP-1: CAL PDZ peptide-binding inhibitors, primary screen, biochemical, fluorescence polarization, Cer-tagged CAL PDZ, HTS | inhibition, % at 20 µM | hit rate 0.02% among 330,000 | AID 504414, 2011 | purified CAL PDZ, TMR-peptide fluorescence polarization, 1 h;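 active = highest replicate inhibition of at least 40%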;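 also: plate controls were DMSO neutral control wells for no effect and unlabeled competitor peptide control wells for full effect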
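Test system: purified CerCALP PDZ construct; Compound dosing: one concentration, 20 µM compound; Also added: TMR-labelled reporter peptide T*-PRC34 bound in PDZ groove; Read-out: inhibition from polarization loss; Controls: unlabelled peptide and DMSO controls; Signal: FP readout, S and P plane fluorescence; Incubation: 1 h at RT.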
PfHsp90 yeast 2: growth inhibition of PfHsp90-expressing yeast, primary screen, antimalarial PfHsp90 inhibitor project, S. cerevisiae, BacTiter-Glo luminescence, single point, set 2 | BacTiter-Glo ATP, 48 h; yeast lacking PDR1 and PDR3 efflux regulators | inhibition, % at 9.4 µM | hit rate 0.32% among 310,000 | AID 504621, 2011;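 active = every replicate shows inhibition above about 80%, whatever the replicate mean, limit read from the data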;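 also: 0% = DMSO neutral controls and 100% = 20 µM radicicol positive controls; yeast relying on Plasmodium falciparum Hsp90 in place of its own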
Rtt109 HAT inh: inhibitors of C. albicans Rtt109/Vps75 HAT, primary screen, biochemical, ThioGlo CoA-SH fluorescence, plate reader; Histone acetyltransferase RTT109 (Candida albicans (strain SC5314 / ATCC MYA-2876)), …; purified Rtt109/Vps75, 4 h; inhibition, % at 34.9 µM; hit rate 0.16% among 330,000; AID 540336, 2011;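 active = inhibition of at least 50% in every replicate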
Target sequence (Q5AAJ8 whole entry, looked up): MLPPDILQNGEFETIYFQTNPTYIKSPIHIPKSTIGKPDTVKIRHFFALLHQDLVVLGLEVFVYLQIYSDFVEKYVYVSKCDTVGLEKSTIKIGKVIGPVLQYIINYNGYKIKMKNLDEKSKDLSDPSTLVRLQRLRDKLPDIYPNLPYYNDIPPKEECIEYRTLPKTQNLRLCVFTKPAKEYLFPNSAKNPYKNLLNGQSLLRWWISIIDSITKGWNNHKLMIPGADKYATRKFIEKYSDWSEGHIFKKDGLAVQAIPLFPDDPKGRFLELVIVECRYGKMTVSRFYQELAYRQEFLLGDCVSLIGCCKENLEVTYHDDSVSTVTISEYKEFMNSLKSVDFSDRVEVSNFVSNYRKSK
PvdQ acylase: P. aeruginosa PvdQ acylase inhibitors, primary screen, biochemical, fluorescence, plate reader and imaging, single point; PvdQ acylase [Pseudomonas aeruginosa LESB58]; purified PvdQ acylase; inhibition, % at 10 µM; hit rate 0.063% among 340,000; AID 488965, 2010; in the data active = inhibition above about 30%, passing the limit was not always enough;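 also: 0% = vehicle neutral wells and 100% = reference inhibitor wells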
CAL PDZ FP-2: untagged CAL PDZ binding inhibitors, primary screen, biochemical, fluorescence polarization, HTS; Golgi-associated PDZ and coiled-coil motif-containing protein (Homo sapiens), Q9HD26; purified CAL PDZ, TMR-peptide fluorescence polarization, 1 h; inhibition, % at 24.9 µM; hit rate 0.92% among 300,000; AID 602252, 2012;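 active = mean inhibition of at least 30% with at least half of replicates also reaching 30%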;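 also: 0% = DMSO neutral control and 100% = excess unlabeled competitor peptide PRC23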
MITF act: activators of MITF-driven TRPM1 promoter reporter, primary screen, cell-based, SK-MEL-5, luciferase, single point. SK-MEL-5 TRPM1-promoter luciferase, 24 h; % of positive control, neutral wells = 0. activation, % at 12.5 µM. hit rate 0.75% among 300,000. AID 588334, 2011;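 active = mean activation of at least 80% with every replicate also reaching 80%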;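 also: 0% = neutral control wells and 100% = parthenolide positive control wells; values of inactives mirror those of a sister screen read the other way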
SR-BI DiI inh: inhibitors of SR-BI mediated HDL lipid uptake, primary screen, ldlA[mSR-BI] cells, fluorescence, single point; Scavenger receptor class B member 1 (Mus musculus), Q61009; ldlA[mSR-BI] CHO cells, DiI-HDL uptake fluorescence, 3 h; inhibition, % at 12.5 µM; hit rate 0.96% among 320,000; AID 488896, 2010;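 active = mean replicate inhibition of at least 70% and a set share of replicates each scoring 70 or more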;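 also: 0% = median of neutral control wells and 100% = median of positive control wells; values of inactives mirror those of a sister screen read the other way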
Target sequence (Q61009 whole entry, looked up): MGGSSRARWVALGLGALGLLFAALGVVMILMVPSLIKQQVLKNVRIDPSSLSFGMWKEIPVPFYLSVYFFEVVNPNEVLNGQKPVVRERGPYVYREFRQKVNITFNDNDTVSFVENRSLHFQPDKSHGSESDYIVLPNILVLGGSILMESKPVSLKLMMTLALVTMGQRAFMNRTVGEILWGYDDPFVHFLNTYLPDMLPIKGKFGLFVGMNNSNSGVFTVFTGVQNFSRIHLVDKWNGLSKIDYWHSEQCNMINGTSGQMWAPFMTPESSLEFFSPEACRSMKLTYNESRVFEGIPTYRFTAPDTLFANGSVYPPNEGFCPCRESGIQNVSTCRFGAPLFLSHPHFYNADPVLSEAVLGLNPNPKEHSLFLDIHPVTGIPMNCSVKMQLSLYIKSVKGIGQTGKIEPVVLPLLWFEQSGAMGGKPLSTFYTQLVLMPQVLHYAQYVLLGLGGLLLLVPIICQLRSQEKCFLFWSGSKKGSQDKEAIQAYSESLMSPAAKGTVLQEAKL
NSD2 HMT inh: NSD2 histone methyltransferase inhibitors, primary screen, biochemical, AlphaScreen, single concentration, set 2; Histone-lysine N-methyltransferase NSD2 (Homo sapiens), O96028; NSD2 peptide methylation, 120 min; inhibition, % at 12.5 µM; hit rate 0.54% among 310,000; in the data active = inhibition above about 50%
dFosB act: activators of delta FosB homodimer, primary screen, biochemical, fluorescence polarization, TAMRA-CDK5 oligo, single point | purified delta FosB; percent of positive-control signal above neutral wells | activation, % at 25 µM | hit rate 0.99% among 340,000;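 active = mean activation above about 17%, with every replicate also reaching it, limit read from the data, passing the limit was not always enough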;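 also: fluorescence polarization rise as delta FosB binds a TAMRA Cdk5 AP-1 oligo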
* marks the source's active call; other numbers are inactive results.

Start of the listing, in advance:
What do the screens show for `Cc1nc(SC2CC(=O)N(c3ccccc3)C2=O)n[nH]1` (configuration not stated)?
SR-BI DiI-HDL act: -0.8; CAL PDZ FP-1: -1.7; PfHsp90 yeast 2: 6.8; PvdQ acylase: -25.3; CAL PDZ FP-2: -2.7; MITF act: -4.8; SR-BI DiI inh: 0.8; NSD2 HMT inh: 7.0; dFosB act: -6.1

Results for O=C(Nc1cccs1)NC1CCCC1 ?
SR-BI DiI-HDL act: -4.2; CAL PDZ FP-1: -0.8; PfHsp90 yeast 2: 15.4; Rtt109 HAT inh: -2.8; PvdQ acylase: -2.2; CAL PDZ FP-2: 0.3; MITF act: 9.2; SR-BI DiI inh: 4.2; NSD2 HMT inh: -1.8; dFosB act: 2.7

This part in full, from the first entry:
What do the screens show for `Cc1nc(SC2CC(=O)N(c3ccccc3)C2=O)n[nH]1` (configuration not stated)?
SR-BI DiI-HDL act: -0.8; CAL PDZ FP-1: -1.7; PfHsp90 yeast 2: 6.8; PvdQ acylase: -25.3; CAL PDZ FP-2: -2.7; MITF act: -4.8; SR-BI DiI inh: 0.8; NSD2 HMT inh: 7.0; dFosB act: -6.1

Results for O=C(Nc1cccs1)NC1CCCC1 ?
SR-BI DiI-HDL act: -4.2; CAL PDZ FP-1: -0.8; PfHsp90 yeast 2: 15.4; Rtt109 HAT inh: -2.8; PvdQ acylase: -2.2; CAL PDZ FP-2: 0.3; MITF act: 9.2; SR-BI DiI inh: 4.2; NSD2 HMT inh: -1.8; dFosB act: 2.7

How did CC(C)(C)[C@H]1COC(=O)CC/C=C\C[C@@H](CC(=O)N[C@H](CO)Cc2ccccc2)C(=O)N1 do in these assays?
SR-BI DiI-HDL act: 21.8; CAL PDZ FP-1: -2.5; PfHsp90 yeast 2: 26.0; Rtt109 HAT inh: -4.9; PvdQ acylase: -13.2; CAL PDZ FP-2: -19.9; MITF act: -5.8; SR-BI DiI inh: -21.8; dFosB act: -3.7

What do the screens show for `CCCCOc1ccccc1NC(=O)C=C(C)C`?
SR-BI DiI-HDL act: -34.3; CAL PDZ FP-1: -2.1; PfHsp90 yeast 2: -19.6; Rtt109 HAT inh: -10.0; PvdQ acylase: -12.3; CAL PDZ FP-2: -3.9; MITF act: -0.7; SR-BI DiI inh: 34.3; NSD2 HMT inh: -1.6; dFosB act: -3.2

What do the screens show for `CCOC(=O)N1CCN(C(=O)CSc2ncnc3ccccc23)CC1`?
CAL PDZ FP-1: -0.2; PfHsp90 yeast 2: -5.4; Rtt109 HAT inh: 9.0; PvdQ acylase: 5.1; MITF act: -19.0; dFosB act: -3.9

What do the screens show for `CC(C)c1csc(CN2CCC(CO)(Cc3ccccc3)CC2)n1`?
SR-BI DiI-HDL act: 2.9; CAL PDZ FP-1: -0.9; PfHsp90 yeast 2: 8.6; Rtt109 HAT inh: 0.0; PvdQ acylase: -18.3; CAL PDZ FP-2: -10.0; MITF act: 11.3; SR-BI DiI inh: -2.9; NSD2 HMT inh: 32.4; dFosB act: -16.8

Results for c1ccc(CCc2nc(-c3cccnc3)no2)cc1 ?
SR-BI DiI-HDL act: 3.8; CAL PDZ FP-1: -0.2; PfHsp90 yeast 2: 38.8; Rtt109 HAT inh: 0.8; PvdQ acylase: -19.6; CAL PDZ FP-2: -0.6; MITF act: 71.2; SR-BI DiI inh: -3.8; NSD2 HMT inh: 1.7; dFosB act: 3.8

Results for O=C(CN1C(=O)c2ccccc2C1=O)OCC(=O)c1ccccc1 ?
SR-BI DiI-HDL act: 17.1; CAL PDZ FP-1: -1.6; Rtt109 HAT inh: -0.1; PvdQ acylase: -7.6; CAL PDZ FP-2: -2.3; MITF act: -3.7; SR-BI DiI inh: -17.1; NSD2 HMT inh: 3.2; dFosB act: -1.5

How did Cc1ccccc1C(=O)N1CCN(c2ccc(NC(=S)NC(=O)c3ccco3)cc2)CC1 do in these assays?
SR-BI DiI-HDL act: -20.0; CAL PDZ FP-1: -1.8; PfHsp90 yeast 2: 14.3; Rtt109 HAT inh: 3.1; PvdQ acylase: -2.0; CAL PDZ FP-2: -1.8; MITF act: -4.6; SR-BI DiI inh: 20.0; NSD2 HMT inh: -0.9; dFosB act: -4.2

What do the screens show for `Cc1ccc(C(=O)Nc2ccc3cn[nH]c3c2)cc1S(=O)(=O)N1CCCCC1`?
SR-BI DiI-HDL act: -20.3; CAL PDZ FP-1: -3.3; Rtt109 HAT inh: -2.0; PvdQ acylase: -13.6; CAL PDZ FP-2: -3.0; MITF act: 12.0; SR-BI DiI inh: 20.3; NSD2 HMT inh: 1.7; dFosB act: -7.7

Results for COc1ccc(C(=O)COc2ccccc2C#N)cc1 ?
SR-BI DiI-HDL act: -18.4; CAL PDZ FP-1: -3.5; PfHsp90 yeast 2: -2.4; Rtt109 HAT inh: 4.1; PvdQ acylase: -8.0; CAL PDZ FP-2: -3.8; SR-BI DiI inh: 18.4; NSD2 HMT inh: -3.0; dFosB act: -5.3

What do the screens show for `Nc1nnc(SCC(=O)N2CCc3ccccc3C2)s1`?
SR-BI DiI-HDL act: 11.6; CAL PDZ FP-1: -1.5; PfHsp90 yeast 2: 7.4; Rtt109 HAT inh: -3.2; PvdQ acylase: 1.7; CAL PDZ FP-2: -2.4; MITF act: 3.6; SR-BI DiI inh: -11.6; NSD2 HMT inh: -1.9; dFosB act: 7.1

What do the screens show for `c1coc(CSSCc2ccco2)c1`?
SR-BI DiI-HDL act: 5.0; CAL PDZ FP-1: 0.1; PfHsp90 yeast 2: 0.3; Rtt109 HAT inh: 4.5; PvdQ acylase: -12.2; CAL PDZ FP-2: -3.7; MITF act: -35.0; SR-BI DiI inh: -5.0; dFosB act: -3.5

What do the screens show for `O=C1NC(=O)C2C3c4ccccc4C(c4ccccc43)C12` (configuration not stated)?
SR-BI DiI-HDL act: 14.2; CAL PDZ FP-1: -1.8; PfHsp90 yeast 2: 18.1; PvdQ acylase: -15.0; CAL PDZ FP-2: -2.4; MITF act: 0.9; SR-BI DiI inh: -14.2; NSD2 HMT inh: -10.9; dFosB act: -1.5

Results for CCOC(=O)C1=C(NC(=S)NC(=O)c2ccccc2)c2ccccc2CC1(C)CC (configuration not stated) ?
SR-BI DiI-HDL act: -3.4; CAL PDZ FP-1: -0.5; PfHsp90 yeast 2: -26.3; Rtt109 HAT inh: -3.2; PvdQ acylase: 8.6; CAL PDZ FP-2: -2.8; MITF act: 1.6; SR-BI DiI inh: 3.4; NSD2 HMT inh: 0.0; dFosB act: -4.2

What do the screens show for `Cc1cccc(NC(=O)CN(C)S(=O)(=O)c2cnc[nH]2)c1`?
SR-BI DiI-HDL act: 24.7; CAL PDZ FP-1: -1.2; PfHsp90 yeast 2: 19.0; Rtt109 HAT inh: 5.3; PvdQ acylase: -21.2; CAL PDZ FP-2: -1.2; MITF act: 8.0; SR-BI DiI inh: -24.7; NSD2 HMT inh: -1.3; dFosB act: -7.8

What do the screens show for `O=C(CSc1nc2ncc(Br)cc2[nH]1)Nc1ccccc1-c1ccccc1`?
SR-BI DiI-HDL act: 3.5; CAL PDZ FP-1: -2.1; PfHsp90 yeast 2: 9.1; Rtt109 HAT inh: 5.5; PvdQ acylase: 4.2; CAL PDZ FP-2: -2.0; MITF act: -11.1; SR-BI DiI inh: -3.5; NSD2 HMT inh: 2.8; dFosB act: -2.7

What do the screens show for `CCn1cc(C(=O)NCC(OC)OC)c(=O)c2cc(S(=O)(=O)N(C)C3CCCCC3)ccc21`?
SR-BI DiI-HDL act: 11.9; CAL PDZ FP-1: -0.5; PfHsp90 yeast 2: 1.8; Rtt109 HAT inh: 5.3; PvdQ acylase: 4.9; CAL PDZ FP-2: -7.0; MITF act: -17.6; SR-BI DiI inh: -11.9; NSD2 HMT inh: 1.2; dFosB act: -17.3

Results for Cc1cc2c(cc(C(=O)O)n2C)s1 ?
SR-BI DiI-HDL act: 1.8; CAL PDZ FP-1: 0.1; PfHsp90 yeast 2: 6.5; Rtt109 HAT inh: -2.1; PvdQ acylase: -15.4; CAL PDZ FP-2: -0.8; MITF act: 2.7; SR-BI DiI inh: -1.8; NSD2 HMT inh: 2.9; dFosB act: -4.3

Results for Cc1ccc(S(=O)(=O)N2CCN(Cc3cc(C(C)(C)C)ccc3O)CC2)cc1 ?
SR-BI DiI-HDL act: 0.8; CAL PDZ FP-1: 0.9; PfHsp90 yeast 2: -15.4; Rtt109 HAT inh: -2.9; PvdQ acylase: -20.9; MITF act: -9.1; SR-BI DiI inh: -0.8; NSD2 HMT inh: -2.3; dFosB act: -4.9

How did COc1ccc(C(C(=O)Nc2ccc(C(C)C)cc2)N(Cc2ccco2)C(=O)CC2NC(=O)NC2=O)cc1 (configuration not stated) do in these assays?
SR-BI DiI-HDL act: -13.9; CAL PDZ FP-1: -0.4; PfHsp90 yeast 2: -27.3; Rtt109 HAT inh: -4.6; PvdQ acylase: -10.8; CAL PDZ FP-2: 2.6; MITF act: 1.8; SR-BI DiI inh: 13.9; NSD2 HMT inh: 20.5; dFosB act: -19.7

Results for COc1cc(Nc2nc3ccc(Cl)cc3n3cnnc23)cc(OC)c1OC ?
SR-BI DiI-HDL act: -0.9; CAL PDZ FP-1: 0.0; PfHsp90 yeast 2: -8.2; Rtt109 HAT inh: -5.1; PvdQ acylase: -17.1; CAL PDZ FP-2: -1.4; SR-BI DiI inh: 0.9; NSD2 HMT inh: -1.4; dFosB act: 5.0

How did O=C(COC(=O)/C=C/c1ccc(Cl)c(Cl)c1)NC1CCS(=O)(=O)C1 (configuration not stated) do in these assays?
SR-BI DiI-HDL act: 10.5; CAL PDZ FP-1: -0.5; PfHsp90 yeast 2: -23.7; Rtt109 HAT inh: -2.9; PvdQ acylase: -18.7; CAL PDZ FP-2: 64.1*; MITF act: 11.2; SR-BI DiI inh: -10.5; NSD2 HMT inh: -3.1; dFosB act: 0.8

How did COc1ccc(OC)c(CCNC(=O)Cn2cccc2C(=O)c2ccccc2)c1 do in these assays?
SR-BI DiI-HDL act: 7.6; CAL PDZ FP-1: 0.0; PfHsp90 yeast 2: 5.1; Rtt109 HAT inh: 8.3; PvdQ acylase: 7.3; MITF act: -9.4; SR-BI DiI inh: -7.6; NSD2 HMT inh: -1.6; dFosB act: 2.1

Screening results from PubChem.
